S2 tox = cell viability loss in ATXN counter-screen; S2 cells (HEK-293 line with an ATXN2-luciferase reporter) viability, CellTiter-Fluor protease fluorescence, 24 h; Potency, µM (doses to about 56.7 µM), usual class: cytotoxic; 400,000 compounds, 0.49% hits; note: nearly all actives have a fitted effect of over 40% in size
Nrf2 ARE act = activators of Nrf2 (ARE) signaling. Potency, µM (series often up to 46.1 µM), without a hit: at the highest dose activation, most hits filed as activators. AID 624171. AREc32 ARE-luciferase reporter (MCF7-derived line), luminescence, 24 h. 410,000 compounds, 0.31% hits; note: % of control where 0% means no effect; nearly all actives have a fitted effect of over 65% in size
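Each well held 1000 AREc32 cells, which were incubated with compound for 24 hr at 37 deg C after overnight attachment, and ARE reporter activity was quantified by firefly luciferase luminescence.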
A549 viability = A549 cytotoxicity, counter-screen for Nrf2 inhibitors; 390,000 compounds, 0.16% hits; A549 ARE-Fluc cells, CellTiter-Fluor viability, 18-24 h; AID 504648; Potency, µM (top dose mostly 46 µM), without a hit: at the top dose activity change, negative = cytotoxicity, usual class: inhibitors; note: % is set by controls: 0 for no effect and ±100 for the full control effect
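Cytotoxicity counterscreen: CellTiter-Fluor fluorescence was measured in A549 ARE_Fluc cells after 18-24 h of compound exposure in a concentration series. The subsequent BugLite luminescent read reports ARE-luciferase activity.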
MCF10A rerep = DNA re-replication induction in MCF 10a cells. Potency, µM (doses to about 46.1 µM), inactives show top-dose activity, positive = re-replication, actives largely listed as activators. 350,000 compounds, 2.9% hits. MCF 10A DNA re-replication, Hoechst nuclear intensity, 48 h. AID 624296; note: % of control where 0% means no effect; nearly all actives have a fitted effect of over 50% in size
TGFb inhibitor = blocks TGF-b signaling; Potency, µM (top dose mostly 46.1 µM), inactives show top-dose activity, negative = inhibition, actives largely listed as inhibitors; 410,000 compounds, 1.2% hits; HepG2 CAGA-GFP TGF-b/SMAD3 reporter, GFP fluorescence, 18 h; TGF-beta stimulated, 500 pg/mL final; note: % is set by controls: 0 for no effect and ±100 for the full control effect; nearly all actives have a fitted effect of over 65% in size
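Inhibition of TGF-beta-driven CAGA-GFP reporter expression in HEPG2 cells is measured by cellular GFP fluorescence after 18 h stimulation with 500 pg/mL recombinant TGF-beta in 1% FBS medium at 37 degrees C.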
EPAC2 antagonist = blocks human EPAC2 exchange factor; Potency, µM (series often up to 114 µM), for inactives: at the highest dose activity, negative = inhibition, most hits filed as inhibitors; Q8WZA2; 360,000 compounds, 0.18% hits; EPAC2 GEF exchange of Rap1B-BODIPY-GDP, fluorescence; AID 720708; note: % is set by controls: 0 for no effect and ±100 for the full control effect; nearly all actives have a fitted effect of over 45% in size; many of its hits are not listed in these tables
Target sequence (Q8WZA2 whole entry, looked up): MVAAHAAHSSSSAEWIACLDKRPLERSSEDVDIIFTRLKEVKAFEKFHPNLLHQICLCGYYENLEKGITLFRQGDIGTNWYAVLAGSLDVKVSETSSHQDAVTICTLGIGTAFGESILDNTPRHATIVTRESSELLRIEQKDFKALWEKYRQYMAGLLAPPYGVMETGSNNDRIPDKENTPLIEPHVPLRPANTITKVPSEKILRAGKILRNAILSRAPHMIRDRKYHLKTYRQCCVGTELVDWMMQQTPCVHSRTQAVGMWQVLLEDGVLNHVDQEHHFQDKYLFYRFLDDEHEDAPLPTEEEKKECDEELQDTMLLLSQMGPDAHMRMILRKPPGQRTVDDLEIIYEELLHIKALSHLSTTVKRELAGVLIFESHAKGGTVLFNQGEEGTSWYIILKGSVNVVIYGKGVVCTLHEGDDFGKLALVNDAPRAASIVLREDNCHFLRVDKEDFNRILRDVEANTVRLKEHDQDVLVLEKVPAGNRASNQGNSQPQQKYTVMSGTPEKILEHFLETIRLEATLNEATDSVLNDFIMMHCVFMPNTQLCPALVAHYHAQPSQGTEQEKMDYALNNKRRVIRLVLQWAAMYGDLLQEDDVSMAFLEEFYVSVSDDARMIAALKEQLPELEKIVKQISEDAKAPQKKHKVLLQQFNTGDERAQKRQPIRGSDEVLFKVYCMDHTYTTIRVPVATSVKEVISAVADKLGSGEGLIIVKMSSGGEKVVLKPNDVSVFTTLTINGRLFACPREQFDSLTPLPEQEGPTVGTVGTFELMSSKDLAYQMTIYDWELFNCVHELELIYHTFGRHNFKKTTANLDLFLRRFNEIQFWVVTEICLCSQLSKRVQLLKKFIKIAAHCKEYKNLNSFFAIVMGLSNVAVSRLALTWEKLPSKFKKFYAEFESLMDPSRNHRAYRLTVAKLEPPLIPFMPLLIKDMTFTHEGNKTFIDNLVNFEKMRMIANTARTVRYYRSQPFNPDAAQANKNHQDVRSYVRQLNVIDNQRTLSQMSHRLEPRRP
Nrf2 block = inhibitors of Nrf2 signaling; A549 ARE-Fluc reporter, luciferase luminescence, 18-24 h; Potency, µM (top dose mostly 46 µM), for the others: at the highest dose activity change, negative = inhibition, most hits filed as inhibitors; 360,000 compounds, 2.1% hits; note: % is set by controls: 0 for no effect and ±100 for the full control effect; nearly all actives have a fitted effect of over 60% in size
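Quantitative HTS in A549 cells stably bearing an antioxidant response element-firefly luciferase construct. Inhibition of Nrf2-driven transcription was scored by luminescence after 18-24 h of compound exposure at 37 °C.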
ATXN2 expr inh = ATXN2 expression inhibition; Potency, µM (doses to about 57 µM), for the others: at the highest dose activity change, negative = inhibition, usual class: inhibitors; 360,000 compounds, 0.72% hits; HEK-293 ATXN2-luciferase reporter, luminescence, 24 h; note: % is set by controls: 0 for no effect and ±100 for the full control effect; nearly all actives have a fitted effect of over 55% in size
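ATXN2-luciferase reporter cells (luciferase flanked by upstream and downstream ATXN2 gene portions) were treated 24 h at 37 °C with compounds at up to 57 uM. SteadyGlo luminescence gave expression; GF-AFC fluorescence gave viability.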
HepG2 viability = counter-screen for TGF-b inhibitors: cytotoxicity in HepG2 cells; 410,000 compounds, 0.76% hits; Potency, µM (doses to about 46.1 µM), without a hit: at the top dose activity change, negative = cytotoxicity, most hits filed as cytotoxic; AID 588856; HepG2 CAGA-GFP viability, ATP luminescence, 18 h; note: some results filed as inactive show a strong effect at the top dose
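CellTiter-Glo luminescence gave cytotoxicity after 18 hours at 37 degrees C. The cells were HepG2 CAGA-GFP in 1% FBS DMEM, stimulated with 500 pg/mL TGF-beta after compound addition. %Activity was normalised to no-cell wells (complete cell-killing) and DMSO (no toxicity), and curves were fitted and classified.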
The depositor's hits bear a star; i = inactive; ? = inconclusive; / = no result given; [ ] = another dose, or the depositor's remark. Calls come from the whole dose curve; as a rule, active = well fitted curve in the direction sought with a large enough effect; inconclusive = small, poorly fitted or top-dose-only effect, or another doubt; inactive = no such curve, though single readings can be large; an effect the other way counts as inactive or inconclusive. Potency is the fitted concentration of half-maximal effect.

SMILES	S2 tox	Nrf2 ARE act	A549 viability	MCF10A rerep	TGFb inhibitor	EPAC2 antagonist	Nrf2 block	ATXN2 expr inh	HepG2 viability
Cc1ccccc1Nc1sc(C(=O)c2ccc(F)cc2)c(N)c1C(=O)NCCc1ccccc1	?	-1.6%	-18.5%	/	?	/	/	-28.8%	12.6µM*
CCN1C(=O)[C@@H]2[C@@H](c3ccc(-c4ccc(Cl)c(Cl)c4)cc3)N3CCCC[C@@]3(C(=O)OC)[C@@H]2C1=O	i	1.2%	4.8%	10.5%	-2.3%	-9.9%	-14.7%	2.5%	-2.4%
CC(O)CNc1ccc(-c2n[nH]c(=O)c3ccccc23)cc1[N+](=O)[O-] (stereo not drawn)	i	1.8%	?	12.3%	0.0%	6.9%	?	14.4%	-9.3%
CCOC(=O)c1cccc(NC(=O)c2ccco2)c1	i	3.1%	-1.4%	0.9%	1.6%	-2.4%	-4.0%	25.9%	-9.1%
O=C(Nc1cccc(OC(F)(F)F)c1)C1Cc2c(-c3ccccc3Oc3ccccc3)ccnc2O1 (stereo not drawn)	i	0.5%	/	/	11.2µM*	10.4%	/	-23.6%	-32.0%
Nc1cccc(-c2csc(-n3ncc(C(=O)O)c3C(F)(F)F)n2)c1	i	-1.0%	1.7%	-4.4%	-12.9%	-1.2%	5.0%	4.1%	-0.8%
COc1cccc(CN(C)C(=O)c2ccc(OCC(=O)N3CCOCC3)c(OC)c2)c1	i	-0.6%	-4.0%	3.7%	-6.1%	0.1%	-15.6%	-3.0%	-0.6%
COc1ccccc1-c1cc(C(F)(F)F)c(C#N)c(=O)[nH]1	i	0.0%	0.1%	?	-18.6%	0.5%	18.8%	2.7%	-20.8%
Cc1cc(C)nc(SCc2nnc(SCC(=O)Nc3ccc(C)c(C)c3)o2)n1	i	0.2%	-1.2%	-6.2%	-7.3%	-6.2%	-2.1%	-8.2%	-3.8%
COC(=O)c1sc2nc(CN3CCOCC3)nc(N3CCOCC3)c2c1C	i	-0.1%	8.4%	-3.1%	-4.6%	5.9%	-19.2%	-5.0%	-11.8%
CCOC(=O)CSC1=C(C#N)C(=O)NC(c2ccc(OC)c(OC)c2)S1 (stereo not drawn)	i	2.1%	0.1%	5.8%	12.7%	-5.4%	-7.6%	-10.4%	-6.5%
CCC1S/C(=N/N=C/c2ccco2)N(Cc2ccccc2)C1=O (stereo not drawn)	/	3.2%	1.0%	15.9%	1.3%	-12.5%	-9.8%	121.1%[activator]	-24.1%
O=C(c1ccc(Cl)nc1)N1CCN(S(=O)(=O)c2ccc(Cl)cc2)CC1	i	-0.5%	2.7%	-13.3%	-1.2%	-4.5%	-2.3%	/	-8.9%
COc1ccc(CC(=O)NCC2COc3ccccc3O2)cc1 (stereo not drawn)	?	0.3%	4.4%	0.4%	4.8%	-3.4%	17.0%	/	-0.5%
Cc1ccccc1N1C(=O)c2cccc([N+](=O)[O-])c2C1=O	i	1.9%	6.7%	-5.8%	-7.7%	21.1%	-6.2%	-18.8%	10.8%
COc1ccc(C2C(C(=O)NCc3cccnc3)c3cc(OC)c(OC)cc3C(=O)N2C)cc1 (stereo not drawn)	i	2.6%	-0.8%	1.2%	-16.0%	3.4%	15.9%	37.9%[activator]	8.1%
CCc1ccccc1N(CC(=O)N1CCCC1)S(C)(=O)=O	i	-0.2%	1.1%	1.3%	0.6%	9.0%	2.2%	/	-3.1%
CC1CN(CCCOc2ccccc2[N+](=O)[O-])CC(C)O1 (stereo not drawn)	i	-0.6%	5.1%	17.9%	-13.4%	-1.9%	-2.5%	1.3%	-1.9%
COc1cccc(OC)c1C(=O)OCCCOC(=O)c1c(OC)cccc1OC	i	-0.7%	-6.0%	4.3%	-14.8%	-1.9%	-14.8%	-9.3%	-27.7%
CC1=CC(C)(C(Cl)(Cl)Cl)C(C)=CC1=NO (stereo not drawn)	i	-1.4%	/	/	?	?	/	/	-43.6%
COc1ccc(CCN(C)c2ncnc3sccc23)cc1OC	?	2.6%	4.6%	0.82µM*	-17.2%	7.4%	?	-9.8%	-10.8%
Cc1cc(C(=O)NCCc2ccc(Cl)cc2)c(C)o1	i	0.7%	8.9%	-0.3%	-17.7%	-19.0%	?	34.5%	-16.9%
CCN(CC(=O)Nc1ccccc1C(F)(F)F)C(=O)COc1cccc2c1OC(C)(C)C2	i	2.2%	-2.7%	3.1%	1.8%	-5.3%	-14.2%	8.4%	0.0%
COc1ccc(CCN2C(=O)C=CC2=O)cc1OC	?	-3.5%	-8.3%	4.61µM*	?	1.1%	?	?	-93.2%
Cn1c(NCc2ccccc2)nc2cc(-c3cccc(C(F)(F)F)c3)sc2c1=O	i	?	/	/	4.2%	-3.3%	/	9.9%	-6.9%

Two compounds from above, reduced to EPAC2 antagonist:
canonical_smiles,EPAC2 antagonist
O=C(c1ccc(Cl)nc1)N1CCN(S(=O)(=O)c2ccc(Cl)cc2)CC1,-4.5%
Cc1cc(C)nc(SCc2nnc(SCC(=O)Nc3ccc(C)c(C)c3)o2)n1,-6.2%

One compound at a time (already shown). Values in the order: S2 tox, Nrf2 ARE act, A549 viability, MCF10A rerep, TGFb inhibitor, EPAC2 antagonist, Nrf2 block, ATXN2 expr inh, HepG2 viability
COc1ccc(CCN2C(=O)C=CC2=O)cc1OC as listed: ?, -3.5%, -8.3%, 4.61µM*, ?, 1.1%, ?, ?, -93.2%
COC(=O)c1sc2nc(CN3CCOCC3)nc(N3CCOCC3)c2c1C as listed: i, -0.1%, 8.4%, -3.1%, -4.6%, 5.9%, -19.2%, -5.0%, -11.8%
Nc1cccc(-c2csc(-n3ncc(C(=O)O)c3C(F)(F)F)n2)c1 as listed: i, -1.0%, 1.7%, -4.4%, -12.9%, -1.2%, 5.0%, 4.1%, -0.8%
COc1ccc(CCN(C)c2ncnc3sccc23)cc1OC as listed: ?, 2.6%, 4.6%, 0.82µM*, -17.2%, 7.4%, ?, -9.8%, -10.8%
CCN(CC(=O)Nc1ccccc1C(F)(F)F)C(=O)COc1cccc2c1OC(C)(C)C2 as listed: i, 2.2%, -2.7%, 3.1%, 1.8%, -5.3%, -14.2%, 8.4%, 0.0%

(more compounds)
SMILES	S2 tox	Nrf2 ARE act	A549 viability	MCF10A rerep	TGFb inhibitor	EPAC2 antagonist	Nrf2 block	ATXN2 expr inh	HepG2 viability
O=C(CCN1CCCC1)Nc1ccc(Br)cc1	i	-0.1%	-3.4%	-3.3%	0.0%	2.3%	-1.9%	-2.7%	-10.6%
COc1cccc(/C=N/NC(=O)c2ccc(=O)n(C)c2)c1O	/	-0.3%	1.4%	?	-0.5%	3.2%	?	15µM*	4.4%
CCN(CC)S(=O)(=O)c1cccc(C(=O)Nc2cc3oc4ccccc4c3cc2OC)c1	i	2.6%	-1.1%	16.3%	5.6%	5.6%	-4.4%	8.5%	12.0%
CCCc1cc(=O)[nH]c(SCC(=O)OCc2ccccc2)n1	i	0.4%	-1.1%	-5.7%	0.1%	-1.3%	0.8%	-21.1%	0.8%
OC(COCC1COc2ccccc2O1)CN1CCN(c2ccc(F)cc2)CC1 (stereo not drawn)	i	0.2%	-0.5%	17.2%	1.8%	-7.1%	-22.8%	-32.8%	-28.9%
CCSc1nc2c(cnn2-c2ccc(C)c(C)c2)c(=O)[nH]1	i	3.7%	-6.6%	13.4%	-3.9%	-9.7%	-4.5%	2.1%	-9.6%
CCOC(=O)c1cn(-c2ccccc2)nc1-c1cccnc1	i	1.0%	-1.2%	1.8%	5.4%	6.3%	-24.1%	-8.7%	-1.0%
CCN(CC)c1nc(Oc2ccc(C(=O)NN)cc2)nc(Oc2ccc(C(=O)NN)cc2)n1	i	0.1%	2.5%	1.3%	6.8%	0.3%	-2.6%	4.2%	-4.8%
CCOc1ccccc1CN1CCNC(=O)C1CC(=O)NCc1nc(C)cs1 (stereo not drawn)	?	-0.6%	1.4%	-3.8%	11.5%	13.3%	19.3%	-8.1%	8.9%
Cc1c(Br)c(C(F)(F)F)nn1CC(=O)N1CCCC1	i	-0.8%	-1.4%	-5.5%	9.0%	3.0%	5.0%	-5.7%	-6.0%
O=C(O)C1C2C=CC(C2)C1C(=O)NC1CCN(Cc2ccccc2)CC1 (stereo not drawn)	i	-1.1%	/	-1.0%	-10.2%	8.1%	8.1%	-5.3%	-2.4%
O=C(Cn1cc2c(n1)CCCC2)NCCCN1CCCC1	i	-0.8%	-13.7%	6.7%	-3.7%	14.6%	-9.1%	1.1%	6.8%
CCn1c(C(=O)O)c(CC(=O)Nc2ccc(Br)cc2C)c2ccccc21	i	0.2%	5.6%	5.8%	0.1%	-4.9%	-11.3%	-3.4%	3.4%
Cc1cc(C)cc(-n2nc(C)cc2N)c1	i	-0.4%	-27.3%	1.3%	2.9%	-1.9%	20.4%	-1.2%	-4.6%
CC1=CC(C)(C)Nc2ccc(OC(=O)CCN3C(=O)c4ccccc4C3=O)cc21	/	3.5%	-9.0%	6.51µM*	?	-4.2%	?	25.1µM*	-72.0%
COC(=O)c1cc(-c2c(C)oc3cc(OC)ccc3c2=O)c(C)o1	i	-0.6%	-8.5%	-19.6%	-28.6%	11.4%	2.2%	-15.6%	-4.7%
CC(=O)C1(O)C(C)CC2C3CCC4CC(O)CCC4(C)C3=CCC21C (stereo not drawn)	i	0.3%	?	18.4µM*	?	-0.7%	?	4.3%	-14.0%
CS(=O)(=O)N(Cc1ccccc1)c1ccc(C(=O)Nc2ccccc2Sc2ccccc2)cc1	i	0.1%	-4.6%	-3.9%	16.2%	4.4%	1.4%	7.8%	0.7%
CCCn1ncc(CN2CCN(Cc3ccc(C)o3)C(CCO)C2)c1C (stereo not drawn)	i	0.2%	3.9%	-9.5%	1.4%	0.2%	5.7%	2.0%	-0.5%

From PubChem

Not all compounds are listed, so the mix of outcomes need not match the whole.
